Source: PubChem
Dynein transport: blocks dynein driven cargo transport along microtubules; AID 1381; 3617.4 mouse cells, GR-EGFP nuclear translocation imaging; test concentration mostly 20 µM; stimulated with dexamethasone, 1 µM; stronger effect = lower value; hit rate 0.47% among 220,000; z-score, hits read low;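 active means plate z-score of nuclear minus cytoplasmic receptor signal below a set negative limit, without overly bright fluorescence or cell loss, cut at about -3.5 in these data, passing the limit was not always enough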;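 further: z-score of nuclear minus cytoplasmic ring GR-EGFP intensity difference per well; some compounds called inactive have numbers as strong as hits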
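Buffer or medium: tet-free, stripped-serum medium; reagent: dexamethasone at 1.0 µM final, 30 min; incubation: 48 h induction, 1 h compound, 30 min dex at 37 °C; measured by: formaldehyde fixation, Hoechst nuclear stain, 10x automated fluorescence imaging; read-out: nuclear-to-cytoplasmic GR-EGFP distribution per well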
K1F lysis inhibition: protection from phage-mediated lysis, alamar blue read-out – E. coli UTI89, K1F phage, bacterial capsule biogenesis inhibitors (AID 488966). E. coli UTI89 K1F phage lysis, alamar blue, 2 h; higher % means a stronger effect. inhibition, % at 100 µM, or IC50 in µM where a hit was titrated. hit rate 0.02% among 340,000;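 active means phage lysis inhibition, versus mean bacterial control, above a set limit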;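 further: capsule biogenesis inhibitors block K1F phage lysis so surviving cells raise fluorescence; higher fluorescence means more inhibition of phage lysis; actives were called in the ten point dose series up to 300 µM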
ER stress rescue: rescue of cells from ER stress-induced death, primary screen, 384-well, CSM14.1, thapsigargin, ATP luminescence (AID 1222). CSM14.1 thapsigargin-induced death rescue, ATP luminescence; higher % means a stronger effect. 190,000 tested, under 10 active. one-dose cellular ATP content (survival), % at 20 µM; EC50 in µM for titrated hits;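 active means EC50 below 50 µM in the dose-response confirmation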;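 further: death triggered by thapsigargin at about 15 µM added after 2 h compound pretreatment; cell ATP read after overnight thapsigargin exposure of roughly 18 to 22 hours; normalized against plate controls of thapsigargin alone and 5% DMSO vehicle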
b-catenin transl: beta-catenin nuclear translocation modulation; HeLa beta-catenin nuclear translocation, immunofluorescence imaging; nuclear translocation activity, % at 5 µM; hit rate 0.3% among 190,000; AID 1665;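 active means nuclear translocation activity above 50% at 5 µM, with a well cell count of 50 or more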;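 further: per-cell ratio of nuclear to cytoplasmic median beta-catenin stain intensity; plate controls were DMSO negative control for no effect and GSK-3 inhibitor IX positive control for full effect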
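test system = HeLa cells, endogenous beta-catenin | dosing = single 5 µM dose plus 0.02–20 µM confirmation series | times = compound treatment 24 h, 37°C, 5% CO2 | technique = beta-catenin immunofluorescence imaging with DAPI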
Insulin prom up: MIN6 insulin promoter up-regulation | MIN6 insulin promoter-GFP reporter, high-content imaging; stronger effect = higher value | z-score at 5 µM | hit rate 0.3% among 190,000 | AID 1625;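 active means z-score above 3 at 5 µM with at least 500 cells counted in the well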
MT stabilize HCS: microtubule stabilization, imaging screen | HeLa tubulin immunostaining HCS, 24 h; share of cells brighter than vehicle mean+2SD | % tubulin-high responders, % at 10 µM | hit rate 0.83% among 200,000;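 active means plate Z-score above 3 for both tubulin-high and condensed-nucleus cell shares, with cell loss under 80%, at 10 µM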;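 further: anti alpha tubulin signal scored within the nucleus-defined area of each cell; some results filed as inactive read as strong as hits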
Autophagy mod: alters autophagy in cells. MEF GFP-LC3 puncta imaging; test concentration mostly 10 µM. calls only at 10 µM (by protocol). hit rate 0.98% among 190,000. AID 463193;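 active means percentage of spot-positive cells more than 3 SD above its plate mean, without a fluorescence outlier flag or 80% toxicity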;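 further: spot-positive cell cutoff set from DMSO-treated cells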
M1AAP inhibition: P. falciparum M1AAP inhibitors, biochemical, fluorogenic H-Leu-NHMec substrate, 1536-well (AID 1445). recombinant M1AAP, H-Leu-NHMec fluorogenic kinetic assay; higher % means a stronger effect. one-dose inhibition, % at 30 µM; IC50 in µM for titrated hits. hit rate 0.42% among 220,000;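 active means primary inhibition above the hit cutoff, then over 50% inhibition at one or more dose response concentrations, cut at about 23% in these data, passing the limit was not always enough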;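 further: plate controls were DMSO full reaction for no effect and no enzyme background for full effect; strong numbers were not always called active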
M17LAP inhibition: P. falciparum M17LAP inhibitors, primary screen, biochemical, fluorogenic H-Leu-NHMec substrate, 1536-well (AID 1619); hit rate 0.38% among 220,000; inhibition, % at 30 µM, or IC50 in µM where a hit was titrated; recombinant M17LAP, H-Leu-NHMec fluorogenic kinetic assay; higher % means a stronger effect;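 active means compound inhibiting the enzyme by more than half at any dose during confirmatory dose-response retesting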;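 further: plate controls were full reaction with DMSO carrier for no effect and no enzyme background for full effect; strong numbers were not always called active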
Dynein transport cytoplasmic EGFP: also measured in Dynein transport; calls as there; z-score; measured here: cytoplasmic GR-EGFP intensity; stronger effect = higher value
Dynein transport nuclear GR-EGFP: further read-out of Dynein transport, marked with its call; z-score; measured here: nuclear GR-EGFP intensity;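 lower value marks the stronger effect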
Dynein transport cell count: also measured in Dynein transport; calls as there; z-score; measured here: cell count per field
Insulin prom up cell count: second read-out of Insulin prom up, no call of its own (marks repeat the call); cell count; measured here: cytotoxicity, nuclei count;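 total cells summed across four imaged fields per well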
b-catenin transl cell count 5 µM: second read-out of b-catenin transl, no call of its own (marks repeat the call); cell count; measured here: cell count, cytotoxicity flag
MT stabilize HCS Hoechst-high %: second read-out of MT stabilize HCS, no call of its own (marks repeat the call); % Hoechst-high responders; measured here: nuclear condensation Hoechst responders;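 share of cells brighter than vehicle mean plus two SD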
MT stabilize HCS cytotoxicity %: second read-out of MT stabilize HCS, no call of its own (marks repeat the call); toxicity, %; measured here: cytotoxicity by cell density;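 0% = mean cell density of plate MIN control wells and 100% = no cells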
Autophagy mod cell loss 18 h: second read-out of Autophagy mod, no call of its own (marks repeat the call); toxicity, %; measured here: cell loss, nuclei count;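 cell loss after 18 h compound exposure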
* = called active by the depositor; [ ] = remark or other dose.

Results for CC(=O)c1ccc(N2CCc3ccccc3C2)c([N+](=O)[O-])c1 ?
Dynein transport: -0.706; b-catenin transl: 1.0; Insulin prom up: -0.14; M1AAP inhibition: 7.1%; M17LAP inhibition: 3.5%; Dynein transport cytoplasmic EGFP: -0.22; Dynein transport nuclear GR-EGFP: -0.713; Dynein transport cell count: 1.39; Insulin prom up cell count: 1184; b-catenin transl cell count 5 µM: 1302

How did Nc1cccc(Nc2nc(OC(C(F)(F)F)C(F)(F)F)nc(OC(C(F)(F)F)C(F)(F)F)n2)c1 do in these assays?
Dynein transport: 1.56; K1F lysis inhibition: 0.4%; ER stress rescue: 0.3%; b-catenin transl: 2.5; Insulin prom up: -1.21; MT stabilize HCS: 4.4; Autophagy mod: inactive; M1AAP inhibition: 7.8%; M17LAP inhibition: 1.9%; Dynein transport cytoplasmic EGFP: -0.094; Dynein transport nuclear GR-EGFP: 0.261; Dynein transport cell count: -1.81; Insulin prom up cell count: 1534; b-catenin transl cell count 5 µM: 1318; MT stabilize HCS Hoechst-high %: 1.0; MT stabilize HCS cytotoxicity %: 0.5; Autophagy mod cell loss 18 h: -4.8

Results for CCc1ccc2[nH]c(=O)c(CN(Cc3ccc4c(c3)OCO4)C(=O)c3ccco3)cc2c1 ?
Dynein transport: -0.526; ER stress rescue: 2.2%; b-catenin transl: 2.0; Insulin prom up: -0.07; MT stabilize HCS: 1.0; Autophagy mod: inactive; M1AAP inhibition: 4.3%; M17LAP inhibition: 9.4%; Dynein transport cytoplasmic EGFP: -0.199; Dynein transport nuclear GR-EGFP: -0.337; Dynein transport cell count: 0.863; Insulin prom up cell count: 1581; b-catenin transl cell count 5 µM: 1375; MT stabilize HCS Hoechst-high %: 2.3; MT stabilize HCS cytotoxicity %: 16.7; Autophagy mod cell loss 18 h: -17.6

How did Cc1nc(SCC(=O)Nn2c(-c3ccccc3)nc3ccccc3c2=O)n[nH]1 do in these assays?
Dynein transport: 1.48; K1F lysis inhibition: -0.7%[50 µM]; ER stress rescue: -2.0%; b-catenin transl: 0.3; Insulin prom up: -0.27; MT stabilize HCS: 5.4; Autophagy mod: inactive; M1AAP inhibition: -2.6%; M17LAP inhibition: 18.8%; Dynein transport cytoplasmic EGFP: -0.261; Dynein transport nuclear GR-EGFP: 1.23; Dynein transport cell count: 0.557; Insulin prom up cell count: 1250; b-catenin transl cell count 5 µM: 1041; MT stabilize HCS Hoechst-high %: 2.3; MT stabilize HCS cytotoxicity %: 6.3; Autophagy mod cell loss 18 h: 11.7

Results for CN(Cc1ccccc1)c1oc(COc2ccccc2F)nc1C#N ?
Dynein transport: 0.167; K1F lysis inhibition: 4.3%; ER stress rescue: -1.1%; Insulin prom up: 1.73; MT stabilize HCS: 5.5; Autophagy mod: inactive; M1AAP inhibition: 4.4%; M17LAP inhibition: 1.0%; Dynein transport cytoplasmic EGFP: -0.166; Dynein transport nuclear GR-EGFP: 0.335; Dynein transport cell count: -0.264; Insulin prom up cell count: 840; MT stabilize HCS Hoechst-high %: 4.3; MT stabilize HCS cytotoxicity %: 4.0; Autophagy mod cell loss 18 h: 8.9

How did Cc1cc2cc(CN(Cc3cccs3)C(=S)NCC3CCCO3)c(=O)[nH]c2cc1C (stereo unspecified) do in these assays?
Dynein transport: 0.822; K1F lysis inhibition: 6.5%; ER stress rescue: 0.5%; b-catenin transl: 0.1; Insulin prom up: -1.64; MT stabilize HCS: 2.4; Autophagy mod: inactive; M1AAP inhibition: 12.1%; M17LAP inhibition: 3.1%; Dynein transport cytoplasmic EGFP: -0.267; Dynein transport nuclear GR-EGFP: 0.58; Dynein transport cell count: -0.262; Insulin prom up cell count: 1373; b-catenin transl cell count 5 µM: 1062; MT stabilize HCS Hoechst-high %: 2.1; MT stabilize HCS cytotoxicity %: 15.3; Autophagy mod cell loss 18 h: -3.0

What do the screens show for `O=C(NCCCO)/C(=C\c1ccco1)NC(=O)c1ccc(Br)o1`?
Dynein transport: 0.425; K1F lysis inhibition: -14.2%; ER stress rescue: -1.5%; Insulin prom up: 0.13; MT stabilize HCS: 2.0; Autophagy mod: inactive; M1AAP inhibition: 4.9%; M17LAP inhibition: 10.3%; Dynein transport cytoplasmic EGFP: -0.311; Dynein transport nuclear GR-EGFP: 0.238; Dynein transport cell count: -0.0124; Insulin prom up cell count: 1242; MT stabilize HCS Hoechst-high %: 2.0; MT stabilize HCS cytotoxicity %: 2.8; Autophagy mod cell loss 18 h: 7.2

How did FC(F)(F)c1cccc(Cn2c3[n+](c4ccc(C(F)(F)F)cc42)CCCCC3)c1 do in these assays?
Dynein transport: -0.992; K1F lysis inhibition: 0.6%; ER stress rescue: -1.4%; b-catenin transl: -1.7; Insulin prom up: -2.45; MT stabilize HCS: 3.6; Autophagy mod: inactive; M1AAP inhibition: 5.7%; M17LAP inhibition: -13.8%; Dynein transport cytoplasmic EGFP: -0.213; Dynein transport nuclear GR-EGFP: -0.762; Dynein transport cell count: 0.698; Insulin prom up cell count: 1206; b-catenin transl cell count 5 µM: 1084; MT stabilize HCS Hoechst-high %: 2.5; MT stabilize HCS cytotoxicity %: 9.0; Autophagy mod cell loss 18 h: 17.1

What do the screens show for `CCCC(=O)Nc1cccc(NC(=O)CN2CCN(c3ccccc3OC)CC2)c1`?
Dynein transport: -0.103; K1F lysis inhibition: 7.9%; ER stress rescue: 0.6%; b-catenin transl: -0.1; MT stabilize HCS: 2.8; Autophagy mod: inactive; M1AAP inhibition: 15.9%; M17LAP inhibition: 23.4%; Dynein transport cytoplasmic EGFP: -0.177; Dynein transport nuclear GR-EGFP: 0.168; Dynein transport cell count: 0.0922; b-catenin transl cell count 5 µM: 1175; MT stabilize HCS Hoechst-high %: 3.0; MT stabilize HCS cytotoxicity %: 0.8; Autophagy mod cell loss 18 h: 8.7

How did O=c1c(Cc2c(F)cccc2Cl)c(O)ccn1Cc1ccc2c(c1)OCO2 do in these assays?
Dynein transport: 0.181; K1F lysis inhibition: 0.4%; ER stress rescue: 1.0%; b-catenin transl: -2.9; Insulin prom up: 0.03; MT stabilize HCS: 2.6; Autophagy mod: inactive; M1AAP inhibition: 17.5%; M17LAP inhibition: -2.0%; Dynein transport cytoplasmic EGFP: -0.291; Dynein transport nuclear GR-EGFP: 0.126; Dynein transport cell count: 0.28; Insulin prom up cell count: 1610; b-catenin transl cell count 5 µM: 1022; MT stabilize HCS Hoechst-high %: 1.5; MT stabilize HCS cytotoxicity %: 6.9; Autophagy mod cell loss 18 h: -28.7

How did CCOc1cc(C2C3=C(CC(C)(C)CC3=O)Nc3n[nH]c(C)c32)ccc1O (stereo unspecified) do in these assays?
Dynein transport: 1.05; K1F lysis inhibition: -1.3%; ER stress rescue: -9.8%; b-catenin transl: -0.8; Insulin prom up: -0.08; MT stabilize HCS: 4.5; Autophagy mod: inactive; M1AAP inhibition: 1.5%; M17LAP inhibition: 4.6%; Dynein transport cytoplasmic EGFP: -0.161; Dynein transport nuclear GR-EGFP: 0.461; Dynein transport cell count: -0.979; Insulin prom up cell count: 1283; b-catenin transl cell count 5 µM: 1143; MT stabilize HCS Hoechst-high %: 1.7; MT stabilize HCS cytotoxicity %: 3.2; Autophagy mod cell loss 18 h: 16.5

How did CC(=O)c1c(N)n(C)c(=O)n(C)c1=O do in these assays?
Dynein transport: -1.43; K1F lysis inhibition: 7.3%; ER stress rescue: 1.9%; b-catenin transl: -2.1; Insulin prom up: 0.06; MT stabilize HCS: 1.8; Autophagy mod: inactive; M1AAP inhibition: 2.7%; M17LAP inhibition: -0.2%; Dynein transport cytoplasmic EGFP: -0.204; Dynein transport nuclear GR-EGFP: -0.297; Dynein transport cell count: 0.756; Insulin prom up cell count: 1279; b-catenin transl cell count 5 µM: 1084; MT stabilize HCS Hoechst-high %: 2.6; MT stabilize HCS cytotoxicity %: 7.3; Autophagy mod cell loss 18 h: 4.2

How did CCOC(=O)Cc1nnn(CC(=O)OCC)n1 do in these assays?
Dynein transport: -0.501; K1F lysis inhibition: 0.5%; ER stress rescue: -1.5%; b-catenin transl: -1.8; Insulin prom up: 0.34; MT stabilize HCS: 2.9; Autophagy mod: inactive; M1AAP inhibition: -1.1%; M17LAP inhibition: 10.3%; Dynein transport cytoplasmic EGFP: -0.229; Dynein transport nuclear GR-EGFP: -0.268; Dynein transport cell count: -0.375; Insulin prom up cell count: 998; b-catenin transl cell count 5 µM: 1194; MT stabilize HCS Hoechst-high %: 2.0; MT stabilize HCS cytotoxicity %: 3.1; Autophagy mod cell loss 18 h: -4.4

What do the screens show for `COc1cccc(CNc2ccc(F)c([N+](=O)[O-])c2)c1O`?
Dynein transport: -0.666; K1F lysis inhibition: -1.6%; ER stress rescue: 0.1%; b-catenin transl: -5.8; Insulin prom up: 0.13; MT stabilize HCS: 3.3; Autophagy mod: inactive; M1AAP inhibition: 4.8%; M17LAP inhibition: 2.4%; Dynein transport cytoplasmic EGFP: -0.291; Dynein transport nuclear GR-EGFP: -0.0375; Dynein transport cell count: 0.673; Insulin prom up cell count: 1542; b-catenin transl cell count 5 µM: 1078; MT stabilize HCS Hoechst-high %: 1.2; MT stabilize HCS cytotoxicity %: 7.4; Autophagy mod cell loss 18 h: 2.5
